Bioassay records deposited in PubChem BioAssay by several laboratories.
TROY signal inh: blocks TROY-dependent signaling in reporter cells | Q293 LMP1-TROYcd NF-kB luciferase reporter, 4 h | inhibition, % at 10 µM | 0.98% of 360,000 active;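 active = compounds whose plate-normalised and pattern-corrected inhibition of the luciferase reporter signal at the single screening dose is 50% or more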
TRAIL sens C8: sensitizes caspase-8 expressing cells to TRAIL; NB7+C8 cells + TRAIL, ATPlite viability luminescence; inhibition (viability loss, TRAIL sensitization), % at 10 µM; 1% of 360,000 active; AID 624354;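 active = compounds causing at least 50% loss of cell viability in the single-dose screen, relative to plate controls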
NCOA3 inh: inhibits human SRC3 coactivator; Q9Y6Q9; HEK293 GAL4-SRC3 luciferase reporter, luminescence; inhibition, % at 3.6 µM; 0.17% of 360,000 active; AID 588352;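 active = inhibition above a per-campaign cutoff, the mean of all compounds plus 3 SD, cut at about 60% in these data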;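 also: 0% = DMSO-treated cells and 100% = gossypol-treated cells at 36 µM; higher means less SRC3-driven luciferase light from the GAL4 reporter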
SRC2 inh: human SRC2 (NCOA2) inhibition | Q15596 | HEK293 GAL4-SRC2 luciferase reporter, luminescence | inhibition, % at 9 µM | 0.17% of 370,000 active | AID 651957;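 active = inhibition above the mean inhibition of all tested compounds plus 3 SD, set per campaign, cut at about 52% in these data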;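 also: 0% = DMSO treated cells and 100% = cells given Gossypol at 36 µM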
NR5A2 inv ag: inverse agonists of human LRH-1 (NR5A2); HEK293T StAR-luciferase reporter, LRH-1 transfected, 24 h; inhibition, % at 3.6 µM; 0.13% of 360,000 active; AID 602396;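 active = inhibition above the mean inhibition of all tested compounds plus 3 SD, cut at about 73% in these data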;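 also: 0% = DMSO wells and 100% = reporter-only cells lacking LRH-1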
Target sequence (O00482 whole entry, looked up): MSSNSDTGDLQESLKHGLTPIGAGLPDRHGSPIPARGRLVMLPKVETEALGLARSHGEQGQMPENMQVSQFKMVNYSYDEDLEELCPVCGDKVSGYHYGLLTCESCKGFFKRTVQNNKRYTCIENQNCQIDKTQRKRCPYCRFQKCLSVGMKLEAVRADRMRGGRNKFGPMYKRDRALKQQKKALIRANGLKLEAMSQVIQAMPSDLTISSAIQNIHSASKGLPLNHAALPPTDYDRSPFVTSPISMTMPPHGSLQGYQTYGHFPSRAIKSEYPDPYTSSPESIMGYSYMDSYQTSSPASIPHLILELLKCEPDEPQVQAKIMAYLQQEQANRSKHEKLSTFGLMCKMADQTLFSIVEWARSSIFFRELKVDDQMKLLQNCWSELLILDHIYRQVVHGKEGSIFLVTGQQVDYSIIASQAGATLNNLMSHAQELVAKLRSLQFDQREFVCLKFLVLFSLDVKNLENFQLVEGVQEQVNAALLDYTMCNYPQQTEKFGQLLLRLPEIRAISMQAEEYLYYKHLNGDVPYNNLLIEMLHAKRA
KKLEB cytotox: counter-screen for CF NF-kB inhibitors: cytotoxicity; AID 602141; 0.36% of 360,000 active; KKLEB CF airway cells viability, ATPlite luminescence, overnight; stronger effect = lower value; cells stimulated with P. aeruginosa culture filtrate; activity change (cytotoxicity), % at 5 µM;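 active = corrected activity change at or below -50% at 5 µM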
LMP1 NFkB inh: reduces LMP1-driven NF-kappaB luciferase signal. LMP1-induced NF-kappaB luciferase reporter cells, luminescence. inhibition, % at 12.5 µM. 0.69% of 350,000 active; in the data active = inhibition above about 41%;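 also: 0% = neutral control wells and 100% = reference inhibitor control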
CF NFkB block: inhibitors of cystic fibrosis induced NF-kB | KKLEB NF-kB-GFP reporter, PAF-induced, GFP fluorescence overnight | inhibition, % at 5 µM | 0.86% of 360,000 active;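 active = at least 50% inhibition at 5 µM, scaled per plate between neutral and stimulator controls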;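 also: PAF is a Pseudomonas aeruginosa culture filtrate used as stimulus; plate controls were PAF-stimulated DMSO wells for no effect and unstimulated DMSO wells for full effect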
TWEAK Fn14 block: blocks TWEAK-Fn14 interaction in a reporter cell assay. TWEAK-stimulated Fn14 reporter cells, luciferase luminescence, 8 h. inhibition, % at 10 µM. 2% of 360,000 active. AID 1159606; in the data active = inhibition above about 50%
NCOA1 inh: human NCOA1 inhibition; Q15788; HEK293 GAL4-SRC1 luciferase reporter, luminescence; 0.12% of 360,000 active; inhibition, % at 3.6 µM; AID 588354;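 active = inhibition above the campaign mean plus 3 SD, with each screening campaign given its own cutoff, cut at about 60% in these data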;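 also: 0% = DMSO treated cells and 100% = gossypol at 36 µM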
COUP-TFII inh: blocks human COUP-TFII nuclear receptor. P24468. HEK293T NGFI-A luciferase reporter, luminescence. inhibition, % at 8.6 µM. 0.7% of 370,000 active;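 active = inhibition above a per-plate cutoff, mean inhibition of test wells between control levels plus 3 SD, cut at about 38% in these data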;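 also: cells cotransfected with COUP-TFII expression vector driving the NGFI-A reporter; 0% = median of COUP-TF2 test wells and 100% = reporter-only cells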
Target sequence (P24468 whole entry, looked up): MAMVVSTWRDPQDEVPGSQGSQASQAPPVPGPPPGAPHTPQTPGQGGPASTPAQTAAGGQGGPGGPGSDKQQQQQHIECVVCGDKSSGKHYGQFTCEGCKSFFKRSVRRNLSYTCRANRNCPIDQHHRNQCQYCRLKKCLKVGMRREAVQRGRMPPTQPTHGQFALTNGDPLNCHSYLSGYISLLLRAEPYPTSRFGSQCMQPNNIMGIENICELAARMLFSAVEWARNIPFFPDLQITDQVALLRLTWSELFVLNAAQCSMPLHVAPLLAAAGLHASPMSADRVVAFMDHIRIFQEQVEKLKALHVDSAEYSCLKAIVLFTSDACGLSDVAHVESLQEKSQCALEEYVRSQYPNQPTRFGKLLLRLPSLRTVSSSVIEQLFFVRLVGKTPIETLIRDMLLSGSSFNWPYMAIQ
An asterisk follows results filed as active; / = no result given; & = joins results of further samples.

SMILES	TROY signal inh	TRAIL sens C8	NCOA3 inh	SRC2 inh	NR5A2 inv ag	KKLEB cytotox	LMP1 NFkB inh	CF NFkB block	TWEAK Fn14 block	NCOA1 inh	COUP-TFII inh
Cc1c(NC(=O)c2ccco2)cccc1C(=O)NN1C(=O)c2ccccc2C1=O	6	-2	4	-10	17	7	-15	5	16	-2	3
O=C(N/N=C/c1ccc(OC(F)F)cc1OC(F)F)NC1CCCCC1	1	0	3	-11	-4	7	-5	-9	-8	-7	18
CCn1cc(CCCC(=O)NCc2cccc(OC)c2)c2ccccc21	13	-21	5	-16	-6	-8	-5	7	5	-37	38*
COc1cccc(C(=O)NNC(=O)CCN2CCN(c3ccccc3)CC2)c1	-21	-14	-2	15	-25	-4	-4	4	3	7	-11
Cc1cccc(NC(=O)c2nc[nH]c2C(=O)N2CCN(C(=O)OC(C)(C)C)CC2)c1	2	-11	-9	18	-9	6	12	-28	-18	-6	-12
O=C(COc1ccc(Cl)cc1Cl)NCc1ccco1	/	-2	-33	-34	-67	10	-12	5	-5	-49	-20
O=c1[nH]c2ccccc2c(=O)n1CCCO	-3	4	15	-1	1	14	-7	-14	-13	-14	10
CCC1(c2ccccc2)NC(=O)N(CC(=O)Nc2cccc(C#N)c2)C1=O (stereo not drawn)	-7	1	16	0	-12	19	-3	0	7	-3	-22
COCCNc1ncnc2c1ncn2[C@H]1CN(CCN2CCOCC2)C[C@@H](CO)O1	11	-6	-6	0	9	-3	/	18	-2	3	1
O=C1OC(c2ccccc2)c2ccccc21 (stereo not drawn)	14	-8	18	12	7	-6	-1	13	4	4	-17
CC(C)[C@H](NC(=O)c1ccccc1)C(=O)OCC(=O)Nc1ccc2c(c1)OCCO2	-3	1	4	-39	6	2	2	-20	-1	-16	4
COc1ccccc1N1CCN(C2=NS(=O)(=O)c3ccccc32)CC1	-19	0	-17	-6	-10	-9	13	-15	-19	-2	-8

5 of the entries above in order of their number in TWEAK Fn14 block, falling.
Compound	NCOA3 inh	SRC2 inh	NR5A2 inv ag	LMP1 NFkB inh	CF NFkB block	TWEAK Fn14 block	NCOA1 inh	COUP-TFII inh
COc1cccc(C(=O)NNC(=O)CCN2CCN(c3ccccc3)CC2)c1	-2	15	-25	-4	4	3	7	-11
CC(C)[C@H](NC(=O)c1ccccc1)C(=O)OCC(=O)Nc1ccc2c(c1)OCCO2	4	-39	6	2	-20	-1	-16	4
COCCNc1ncnc2c1ncn2[C@H]1CN(CCN2CCOCC2)C[C@@H](CO)O1	-6	0	9	/	18	-2	3	1
O=c1[nH]c2ccccc2c(=O)n1CCCO	15	-1	1	-7	-14	-13	-14	10
COc1ccccc1N1CCN(C2=NS(=O)(=O)c3ccccc32)CC1	-17	-6	-10	13	-15	-19	-2	-8

Further structures follow.
SMILES	TROY signal inh	TRAIL sens C8	NCOA3 inh	SRC2 inh	NR5A2 inv ag	KKLEB cytotox	LMP1 NFkB inh	CF NFkB block	TWEAK Fn14 block	NCOA1 inh	COUP-TFII inh
CC(C)(C)C(=O)c1sc2nc(-c3cccs3)cc(C(F)(F)F)c2c1N	0	-6	3	-23	-5	5	-5	-80	4	-3	21
COc1ccc(Nc2ncnc3sccc23)c(OC)c1	-6	-8	-3	-5	-19	0	0	-8	-22	-8	-1
COc1ccc(/C=C/c2c([N+](=O)[O-])c(=O)n(C)c(=O)n2C)cc1O	11	6	1	15	-3	-3	3	7	5	-17	9
CCc1cc2c(=O)c(-c3ccc4c(c3)OCCO4)coc2cc1OS(C)(=O)=O	13	37	-70	-22	-171	-12	-26	18	6	-80	-26
Cc1cc(Br)ccc1NC(=O)CSc1nnc(CN2CCOCC2)n1C	1	-1	11	7	43	4	-2	-15	-2	-7	-7
O=C(NCC1CCCN1S(=O)(=O)c1cccs1)c1ccc(F)c(F)c1 (stereo not drawn)	-7	-18	3	-6	1	9	2	-10	-9	1	-10
O=C(Nc1ccccc1)OCC(CN1CCCCC1)OC(=O)Nc1ccccc1 (stereo not drawn)	8	-3	15	-13	18	4	2	-24	-6	-10	-3
COc1ccc(OCC(=O)Nc2ccc(S(=O)(=O)N(C)c3ccccc3)cc2)cc1	21	-6	4	-22	18	-5	0	10	18	-3	7
Cc1c(Cc2ccccc2)c(=O)oc2c(C)c(OCC(=O)Nc3ccc(C#N)cc3)ccc12	18	23	32	4	8	-18	8	16	-6	7	10
CC(=O)Nc1ccc(S(=O)(=O)NCC(=O)N2CCN(S(=O)(=O)c3cccs3)CC2)cc1	-16	1	3	-2	-12	12	9	-4	-7	18	6
S=C(Cc1ccccc1)Nc1ccccc1	-13	-9	1	16	7	-10	-1	1	15	7	5
Cc1ccc(N2CC(NC(=O)C3CC3)CC2=O)cc1 (stereo not drawn)	-33	-3	3	-9	3	0	-3	-8	-1	-13	5
O=C(Nc1ccc(NC(=O)c2ccccc2Cl)nc1)c1ccco1	-1	5	-43	-31	-12	8	-17	-2	2	-22	-26
Cc1ccc(NC(=S)N(CCCN2CCCC(C)C2)Cc2ccco2)cc1C (stereo not drawn)	-40	0	16	-34	10	-3	8	4	-3	1	-12
Cc1cc(Cl)ccc1OCC(=O)N1C(C)CCCC1C (stereo not drawn)	15	-2	-22	-14	-20	2	-10	4	-29	-16	-30
Cc1cc(C)nc(NNC(=O)c2ccccc2O)n1	-15	-2	9	-16	3	10	-11	11	-26	10	-1
COc1ccc(CCNCC(O)COc2cccc(C(C)=O)c2)cc1OC (stereo not drawn)	-6	13	-20	-15	-3	1	-1	-3	-25	-27	13
O=S(=O)(NCC1CCCO1)c1ccc(-c2ccc(S(=O)(=O)NCC3CCCO3)cc2)cc1 (stereo not drawn)	26	47	33	22	46	3	-5	-3	32	19	68*
COc1cc(OC)cc(C(=O)N[C@H](C(=O)OCC(=O)c2ccc(C)c([N+](=O)[O-])c2)C(C)C)c1	-6	-10	0	15	-33	1	84*	6	-9	-5	11
CCCCC(=O)N/N=C/c1sccc1C	-76	1	2	-18	-12	6	-8	-16	-32	-19	5
Cc1csc(NC(=O)c2cc(-c3ccco3)nc3ccccc23)n1	0	-7	9	-6	-14	12	-7	-28	18	2	-49
CC(C)C[C@H]1CN(CCCC[C@H]2CNC(=O)C(=O)N2CCc2ccccc2)C(=O)C(=O)N1CCC1CCCCC1	-9	19	/	37	-1	/	/	/	3	/	14
CCN(CC)c1ccc(NC(=O)CSc2nc3ccccc3c(=O)n2-c2cc(S(=O)(=O)N(C)C)ccc2C)cc1	-2	24	10	15	11	5	6	9	-37	-13	18
COc1cc(Cc2cc(N)nc(N)n2)cc(OC)c1OC	-7	-6	5	-28	13	3	-6	-4	7	2	10

Compound profiles, as listed above. Screens in order: TROY signal inh	TRAIL sens C8	NCOA3 inh	SRC2 inh	NR5A2 inv ag	KKLEB cytotox	LMP1 NFkB inh	CF NFkB block	TWEAK Fn14 block	NCOA1 inh	COUP-TFII inh
CCCCC(=O)N/N=C/c1sccc1C is entered as -76	1	2	-18	-12	6	-8	-16	-32	-19	5
Cc1cc(Cl)ccc1OCC(=O)N1C(C)CCCC1C (stereo not drawn) is entered as 15	-2	-22	-14	-20	2	-10	4	-29	-16	-30
COc1cc(OC)cc(C(=O)N[C@H](C(=O)OCC(=O)c2ccc(C)c([N+](=O)[O-])c2)C(C)C)c1 is entered as -6	-10	0	15	-33	1	84*	6	-9	-5	11
Cc1cc(C)nc(NNC(=O)c2ccccc2O)n1 is entered as -15	-2	9	-16	3	10	-11	11	-26	10	-1
COc1ccc(CCNCC(O)COc2cccc(C(C)=O)c2)cc1OC (stereo not drawn) is entered as -6	13	-20	-15	-3	1	-1	-3	-25	-27	13

Some entries already given, showing only NR5A2 inv ag and NCOA1 inh.
SMILES | NR5A2 inv ag | NCOA1 inh
COc1cc(OC)cc(C(=O)N[C@H](C(=O)OCC(=O)c2ccc(C)c([N+](=O)[O-])c2)C(C)C)c1 | -33 | -5
Cc1cc(C)nc(NNC(=O)c2ccccc2O)n1 | 3 | 10

(cont.)
SMILES	TROY signal inh	TRAIL sens C8	NCOA3 inh	SRC2 inh	NR5A2 inv ag	KKLEB cytotox	LMP1 NFkB inh	CF NFkB block	TWEAK Fn14 block	NCOA1 inh	COUP-TFII inh
O=C(COc1c(Cl)cccc1Cl)Nc1ccccc1N1CCCC1	-11	3	5	-24	-14	15	-1	-14	-6	-9	7
CCN(CC(=O)Nc1c(F)cccc1F)C(=O)CCNC(=O)c1ccc([N+](=O)[O-])cc1	-5	5	15	24	-4	-2	3	-3	-7	-8	-10
COc1ccc(C(=O)N(CCCO)Cc2cc3c(C)ccc(C)c3[nH]c2=O)cc1OC	16	3	-1	-13	-1	3	6	13	-29	-10	-5
Fc1ccc(Nc2nc(N3CCOCC3)nc(N3CCOCC3)n2)cc1	11	7	-7	19	5	0	0	7	-15	-9	9
O=C(Nc1ccc2c(c1)OCO2)c1ccc(N2CCCC2)c([N+](=O)[O-])c1	-46	6	-49	-52	-42	6	-21	-13	-9	-5	-28
Cc1ccc(NS(=O)(=O)c2ccc3c(c2)CCC(=O)N3)cc1	7&7	3&4	-11&16	18&-33	7&-3	-11&-3	-13	-14&-24	4&5	-32&-9	-2&-7
COc1ccc(C2=NOC(C(=O)NCc3cccs3)C2)cc1 (stereo not drawn)	-8	35	-21	-59	-2	-4	-6	-2	12	-30	-17
CC(C)NC(=S)Nc1ccc2cn[nH]c2c1	28	9	7	5	-3	-4	7	34	49	3	-7
COc1ccc(NC(=O)c2cc(SC)ccc2Cl)cc1	6	-3	1	2	-13	12	-1	3	17	4	-32
COc1ccc(Cl)cc1-c1n[nH]c(=S)n1C1CCCCC1	-9	-5	7	14	4	-5	-1	0	-2	-18	6
O=C(O)CCC(=O)N1N=C(c2c(-c3ccccc3)c3cc(Cl)ccc3[nH]c2=O)CC1c1cccs1 (stereo not drawn)	8	-9	-8	-11	-9	-8	5	6	-1	0	-3
COc1cccc(C(O)c2nc(-c3ccccc3OC)cs2)c1 (stereo not drawn)	-19	6	7	-40	-50	2	/	-10	-63	-7	16
CC(C)(C)C(=O)NCCN1CCN(C(=O)C(C)(C)C)CC1	2	-16	4	-9	0	-6	-1	-5	-6	-45	-15
O=C(c1cc(-c2ccccc2)on1)N1CCN(Cc2ccc3c(c2)OCO3)CC1	-3	-6	13	-10	13	6	-4	8	3	-14	16
CCOC(=O)/C=c1\s/c(=C\c2ccc(C#N)cc2)c(=O)n1CC(=O)Nc1cccc(C)c1C	6	17	4	/	6	-18	-27	36	-29	-1	/
CCOC(=O)CSc1ccc(C(=O)NCCCN2CCOCC2)cc1[N+](=O)[O-]	-14	-8	6	-25	15	2	-1	-1	4	0	3
CCOCCCNC(=O)c1c[nH]c2cc(OC)ccc2c1=O	6	2	17	20	11	-7	-2	22	11	-2	-9
Nc1nc2ccccc2n1Cc1ccc(Cl)c(Cl)c1	25	1	-16	31	-22	2	6	-9	5	-29	10
CCCCC(=O)NC(c1ccccc1Cl)c1ccc2cccnc2c1O (stereo not drawn)	7	5	73*	32	60	-11	72*	2	2	54	-8
